# EPAC1 antag = qHTS for Antagonist of cAMP-regulated guanine nucleotide exchange factor 3 (EPAC1): primary screen. Rap guanine nucleotide exchange factor 3 (Homo sapiens), O95398. Potency, µM (series often up to 115 µM), for inactives: at the top dose activity change, negative = inhibition, usual class: inhibitors. AID 720709, 2013. 360,000 tested, 0.14% active. EPAC1 GEF assay, Rap1b-BODIPY-GDP exchange fluorescence;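 further: plate controls were vehicle for no effect and positive control for full effect; nearly all actives have a fitted effect of over 50% in size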
# TDP43 rescue = qHTS of TDP-43 Inhibitors. TDP-43 expressing yeast growth rescue, BacTiter-Glo, 24 h. Potency, µM (series often up to 46.1 µM), without a hit: top-dose growth rescue (activation), hits mostly activators. 410,000 tested, 1.8% active; further: % of control where 0% means no effect; nearly all actives have a fitted effect of over 50% in size
#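 Luminescence from BacTiter-Glo reports growth of TDP-43-expressing yeast after 24 hr at 30 deg C with compound. Cells were raffinose-pregrown to mid-log, then seeded in galactose medium at OD600=0.02.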
# PTHR1 agonist = qHTS for PTHR1 Agonists: Primary Screen | Parathyroid hormone/parathyroid hormone-related peptide receptor (Homo sapiens), Q03431 | HEK293 GP2 PTHR1 cells, GloSensor cAMP luminescence, 1 h | Potency, µM (series often up to 115 µM), without a hit: at the highest dose activation, hits mostly activators | 410,000 tested, 0.075% active | AID 743266, 2014; further: nearly all actives have a fitted effect of over 55% in size; some results filed as inactive show a strong effect at the top dose; inactives centre near -15; many of its hits are not listed in these tables
#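 HEK-293-derived GP2 cells expressing PTHR1 and a GloSensor cAMP reporter, 3,000/well, plated overnight, given luciferin plus IBMX (each 0.5 mM as added) for 1 h at 37 °C, then compound for 1 h at 37 °C. Luminescence was read after 15 min at room temperature.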
# FUS yeast rescue = qHTS for Suppressors of FUS Proteinopathy: Primary screen using FUS-linked yeast assay | Potency, µM (doses to about 76.6 µM), for the others: at the highest dose growth rescue (activation), actives largely listed as activators | S. cerevisiae FUS-expressing, growth rescue, OD600, 24 h | 390,000 tested, 0.24% active | AID 1347120, 2019;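 further: plate controls were DMSO vehicle for no effect and reference control for full effect; nearly all actives have a fitted effect of over 55% in size; some results filed as inactive show a strong effect at the top dose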
#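 Toxicity suppression screen in FUS-yeast. Cells induced with 2% galactose, starting OD 0.005, treated 24hr at 30C with compounds at multiple final concentrations; growth by OD600.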
# EPAC2 agonist = qHTS for Agonist of cAMP-regulated guanine nucleotide exchange factor 4 (EPAC2): primary screen; Rap guanine nucleotide exchange factor 4 (Homo sapiens), Q8WZA2; EPAC2 activation, biochemical qHTS; response scale: 100% = 6.5 mM cAMP response; Potency, µM (series often up to 154 µM), without a hit: at the top dose activation, hits mostly activators; 360,000 tested, 0.079% active; further: nearly all actives have a fitted effect of over 50% in size
# Target sequence (Q8WZA2 whole entry, looked up): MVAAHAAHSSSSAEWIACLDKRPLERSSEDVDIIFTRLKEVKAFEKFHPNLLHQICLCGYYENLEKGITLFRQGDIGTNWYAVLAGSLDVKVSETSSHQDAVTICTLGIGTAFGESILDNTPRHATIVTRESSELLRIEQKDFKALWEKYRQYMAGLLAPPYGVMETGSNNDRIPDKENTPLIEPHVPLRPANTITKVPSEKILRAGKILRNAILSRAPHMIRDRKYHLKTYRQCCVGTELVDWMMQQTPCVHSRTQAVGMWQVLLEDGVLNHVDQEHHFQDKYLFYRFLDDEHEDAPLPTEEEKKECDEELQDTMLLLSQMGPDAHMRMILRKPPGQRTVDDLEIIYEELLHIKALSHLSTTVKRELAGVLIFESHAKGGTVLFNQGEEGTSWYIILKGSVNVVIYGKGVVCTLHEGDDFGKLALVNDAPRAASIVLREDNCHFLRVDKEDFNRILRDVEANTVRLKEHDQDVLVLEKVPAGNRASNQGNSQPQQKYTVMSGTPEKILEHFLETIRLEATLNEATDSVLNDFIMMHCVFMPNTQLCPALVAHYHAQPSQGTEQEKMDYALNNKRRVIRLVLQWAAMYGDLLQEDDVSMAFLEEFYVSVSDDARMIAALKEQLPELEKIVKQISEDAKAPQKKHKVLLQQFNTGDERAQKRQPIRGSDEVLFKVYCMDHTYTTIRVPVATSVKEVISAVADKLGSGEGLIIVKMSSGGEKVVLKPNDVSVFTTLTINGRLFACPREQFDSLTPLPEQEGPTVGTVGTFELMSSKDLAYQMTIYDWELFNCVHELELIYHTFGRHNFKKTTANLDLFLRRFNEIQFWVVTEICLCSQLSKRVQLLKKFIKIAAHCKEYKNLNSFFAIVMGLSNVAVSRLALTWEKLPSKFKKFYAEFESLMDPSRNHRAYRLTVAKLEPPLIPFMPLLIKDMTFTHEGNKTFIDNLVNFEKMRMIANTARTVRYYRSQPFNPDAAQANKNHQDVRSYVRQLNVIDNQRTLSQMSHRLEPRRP
#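 qHTS, titration series. 100 nM EPAC2 / 250 nM Rap1B-BODIPY-GDP / 50 uM GDP; RT; ex 480/em 540 nm, 5-min reads to 30 min. Norm. to 6.5 mM cAMP = activation.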
# aSyn yeast inh = qHTS of alpha-syn Inhibitors | Yeast expressing alpha-synuclein, growth rescue, BacTiter-Glo, 24 h | Potency, µM (titrated, usually from 46.1 µM), for the others: top-dose growth rescue (activation), most hits filed as activators | 370,000 tested, 0.14% active | AID 652106, 2013; further: % of control where 0% means no effect; nearly all actives have a fitted effect of over 65% in size
#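 Rescue of yeast growth: cells expressing toxic alpha-synuclein, induced in galactose at OD600 0.02, incubated with compound 24 h at 30 C. ATP luminescence quantified growth; inhibitors of toxicity appear as activators.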
# EPAC1 ag = qHTS for Agonist of cAMP-regulated guanine nucleotide exchange factor 3 (EPAC1): primary screen; Rap guanine nucleotide exchange factor 3 (Homo sapiens), O95398; EPAC1 agonist qHTS, biochemical assay; response scale: 100% = response to 6.5 mM cAMP; Potency, µM (titrated, usually from 154 µM), inactives show top-dose activation, most hits filed as activators; 360,000 tested, 0.073% active; AID 720707, 2013; further: nearly all actives have a fitted effect of over 60% in size
#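 Normalized to 6.5 mM cAMP, activity reflects EPAC1-catalysed release of BODIPY-GDP from Rap1B, followed kinetically over 30 min at 480 nm excitation, 540 nm emission. Reaction contained 100 nM EPAC1, 250 nM Rap1B-BODIPY-GDP, 50 uM GDP.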
# EPAC2 antagonist = qHTS for Antagonist of cAMP-regulated guanine nucleotide exchange factor 2 (EPAC2): primary screen. Potency, µM (titrated, usually from 114 µM), without a hit: top-dose activity, negative = inhibition, usual class: inhibitors. 360,000 tested, 0.18% active. EPAC2 GEF exchange of Rap1B-BODIPY-GDP, fluorescence; further: on the % scale 0 is the no-effect control and ±100 the full control effect; nearly all actives have a fitted effect of over 45% in size; many of its hits are not listed in these tables
# * = called active by the depositor; i = inactive; ? = inconclusive; / = no result given; [ ] = dose if it differs, or a comment. The call rests on the fitted dose curve; in most records, active means well fitted curve in the direction sought with a large enough effect; inconclusive means small, poorly fitted or top-dose-only effect, or another doubt; inactive means no such curve, though single readings can be large; an effect the other way counts as inactive or inconclusive. Potency means the concentration at half of the fitted maximal effect.
canonical_smiles,EPAC1 antag,TDP43 rescue,PTHR1 agonist,FUS yeast rescue,EPAC2 agonist,aSyn yeast inh,EPAC1 ag,EPAC2 antagonist
CCn1c(Oc2cccc(Br)c2)nc2c1c(=O)n(C)c(=O)n2C,3.6%,?,-5.0%,7.3%,14.9%,0.5%,8.4%,-15.2%
CCCCC1CCC(C(=O)OCC(=O)N(CCOC)c2c(N)n(Cc3ccccc3)c(=O)[nH]c2=O)CC1 (configuration not stated),5.5%,-7.0%,i,-0.6%,-13.0%,2.2%,-7.3%,21.5%
COc1ccccc1C(c1nnnn1C(C)(C)C)N1CCN(Cc2ccncc2)CC1 (configuration not stated),6.2%,5.6%,i,31.5%,-1.3%,-4.8%,1.3%,-4.3%
O=C(c1ccc([N+](=O)[O-])s1)N1CCN(c2cccc(Cl)c2)CC1,-0.5%,-80.7%[inhibitor],-1.1%,/,-5.1%,20.5%,5.9%,-7.1%
Cc1ccc(NC(=O)CSc2ccc(-c3cccnc3)nn2)cc1,8.3%,8.0%,-29.1%,27.8%,7.9%,-0.1%,-3.3%,-10.8%
CCC(CO)Oc1cc(NCc2ccc(C)c(C)c2)c2ncn(C(C)C)c2c1 (configuration not stated),-21.0%,-2.1%,-13.7%,8.0%,3.5%,-17.2%,-15.5%,-23.2%
COc1ccc(CN(C)C(=S)Nc2ccc(Cl)cc2)cc1,-25.2%,11.6%,-2.7%,0.0%,24.6%,-17.8%,10.1%,-0.1%
O=C(CSc1ccccn1)N1CCOCC1,7.6%,1.5%,i,/,-5.6%,3.6%,-8.0%,16.6%
COc1ccc(-n2c(SCCC(=O)O)nnc2-c2ccncc2)cc1,6.4%,21.5%,i,-39.1%,4.0%,-1.7%,1.9%,0.4%
NC(=O)c1cc2ccccc2o/c1=N\NC(=O)c1ccncc1,?,/,i,10.0%,1.8%,-8.1%,9.0%,7.0%
Cc1ccc(-c2nc(N/N=C/c3cccc([N+](=O)[O-])c3)c3ccccc3n2)cc1,4.7%,-8.7%,-19.2%,22.1%,7.5%,-9.8%,1.2%,3.9%
CSc1cccc(NS(=O)(=O)c2ccc3c(c2)oc(=O)n3C)c1,-16.5%,5.3%,i,5.4%,13.5%,0.6%,1.1%,-12.2%
CC1CN(S(=O)(=O)c2ccc(C(=O)Nc3nnc(-c4ccc5c(c4)CCCC5)o3)cc2)CC(C)O1 (configuration not stated),15.1%,21.0%,-29.8%,-2.9%,-11.7%,1.4%,-3.8%,50.1%[activator]
Cn1cc(C[C@H](NC(=O)OC(C)(C)C)C(=O)N[C@H](CO)Cc2ccccc2)c2ccccc21,-6.7%,18.8%,-11.2%,26.7%,1.3%,1.6%,-1.9%,6.7%
O=C(NCC1CCN(C(=O)c2ccc([N+](=O)[O-])cc2)CC1)c1ccc([N+](=O)[O-])cc1,3.2%,9.9%,-26.6%,-7.3%,5.3%,0.3%,-4.6%,-2.9%
CC1CN(C2CCN(S(=O)(=O)Cc3ccccc3)CC2)CC(C)O1 (configuration not stated),16.8%,-5.4%,-2.2%[57.5 µM],-3.9%,0.6%,-19.4%,1.0%,7.4%
CCOC(=O)C1CCN(C(=O)NS(=O)(=O)c2ccc(C)cc2)CC1,16.3%,-14.3%,i,5.8%,4.1%,3.5%,7.5%,2.8%
CC12CCCCC1=CC(=O)CC2 (configuration not stated),-3.4%,-11.4%,i,-2.5%,7.6%,2.5%,10.0%,14.5%
COc1cccc(CC2(CO)CCCN(Cc3cn[nH]c3-c3cc(C)ccc3C)C2)c1 (configuration not stated),-3.3%,2.2%,i,-16.9%,-9.5%,-0.2%,6.0%,10.5%
Cc1ccc(NC(=O)C23CCC(C)(C(=O)[C@H]2Br)C3(C)C)cc1 (some centres not stated),2.0%,5.6%,-6.8%,0.9%,11.6%,17.0%,2.7%,-4.8%
Clc1ccc(-c2nnc3n2CCCCC3)cc1,-0.6%,-7.1%,-4.4%,8.3%,5.6%,2.1%,5.1%,2.8%
O=C(O)c1ccccc1Nc1ccc([N+](=O)[O-])cc1,10.8%,?,-26.4%,24.8%,2.6%,-27.4%,-6.3%,0.1%
c1ccc2c(NCC3CCCO3)nc(-c3ccncc3)nc2c1 (configuration not stated),5.0%,2.3%,i,12.0%,9.8%,-2.3%,-9.3%,0.0%
CC1(C)CCCN(C(=O)c2ccc3c(c2NCCO)C(=O)c2ccccc2C3=O)C1,-11.2%,?,-31.2%,/,0.9%,6.7%,0.7%,-21.0%
CC(C)(C)c1ccc(C(=O)Nc2ccccc2Cl)cc1,-10.1%,3.4%,-30.4%[inhibitor],-24.1%,22.4%,-15.0%,0.6%,-14.7%
CCOC(=O)Cn1c(=O)n(CC2CCCO2)c2nc(-c3ccccc3)nc(C(N)=O)c21 (configuration not stated),/,24.0%,i,17.1%,/,2.6%,/,/
CC(CO)(CO)NC(=O)c1ccc(=O)[nH]n1,5.4%,-2.4%,-44.9%,-38.4%,0.6%,0.6%,-4.4%,0.3%
O=C1C(Cc2ccc(O)cc2)NC(=S)N1C1CCCCC1 (configuration not stated),-8.0%,-10.1%,i,15.8%,8.0%,10.3%,-2.9%,-7.0%
Cc1ccccc1-c1cc2nc(Oc3cccc4ccccc34)n(C)c(=O)c2s1,11.0%,-9.2%,-11.8%,2.5%,-5.6%,1.5%,-2.4%,12.6%
CN(C(=O)COC(=O)COc1ccc(Cl)cc1Cl)c1c(N)n(Cc2ccccc2)c(=O)[nH]c1=O,13.5%,1.1%,-19.3%,9.0%,3.6%,-0.6%,-2.4%,4.3%

# Overlap with the part before: six entries; new compounds follow.
canonical_smiles,EPAC1 antag,TDP43 rescue,PTHR1 agonist,FUS yeast rescue,EPAC2 agonist,aSyn yeast inh,EPAC1 ag,EPAC2 antagonist
CC(C)(C)c1ccc(C(=O)Nc2ccccc2Cl)cc1,-10.1%,3.4%,-30.4%[inhibitor],-24.1%,22.4%,-15.0%,0.6%,-14.7%
CCOC(=O)Cn1c(=O)n(CC2CCCO2)c2nc(-c3ccccc3)nc(C(N)=O)c21 (configuration not stated),/,24.0%,i,17.1%,/,2.6%,/,/
CC(CO)(CO)NC(=O)c1ccc(=O)[nH]n1,5.4%,-2.4%,-44.9%,-38.4%,0.6%,0.6%,-4.4%,0.3%
O=C1C(Cc2ccc(O)cc2)NC(=S)N1C1CCCCC1 (configuration not stated),-8.0%,-10.1%,i,15.8%,8.0%,10.3%,-2.9%,-7.0%
Cc1ccccc1-c1cc2nc(Oc3cccc4ccccc34)n(C)c(=O)c2s1,11.0%,-9.2%,-11.8%,2.5%,-5.6%,1.5%,-2.4%,12.6%
CN(C(=O)COC(=O)COc1ccc(Cl)cc1Cl)c1c(N)n(Cc2ccccc2)c(=O)[nH]c1=O,13.5%,1.1%,-19.3%,9.0%,3.6%,-0.6%,-2.4%,4.3%
O=C(CSc1nnc(-c2ccc(Cl)cc2)o1)c1ccc([N+](=O)[O-])cc1,/,3.6%,i,-6.1%,/,-2.4%,/,/
CN(CC(=O)Nc1cccc(F)c1)CC(=O)Nc1cccc2ccccc12,-9.4%,22.4%,-32.3%[inhibitor],3.7%,1.9%,9.5%,-4.0%,-17.2%
O=C1NCCNC1c1ccccc1 (configuration not stated),2.5%,17.1%,i,/,2.8%,-7.7%,11.5%,1.3%
Cc1ccc(NC(=S)NNC(=O)c2ccccc2O)c(C)c1,-13.8%,-1.4%[9.22 µM],-30.7%[inhibitor],10.1%,3.7%,-3.1%,-7.0%,5.1%
CN(C)Cc1c(C(=O)Nc2ccccc2)[nH]c2ccccc12,-13.8%,19.2%,-37.4%[inhibitor],-26.7%,1.1%,-1.0%,13.6%,11.7%
O=C(Nc1ccc(S(=O)(=O)N2CCOCC2)cc1)C1CCN(S(=O)(=O)c2ccc(Cl)cc2)CC1,-1.7%,16.4%,-35.9%[inhibitor],?,0.5%,6.0%,15.9%,-3.0%
O=C(NC1(C(F)(F)F)N=C2SCCN2C1=O)c1ccccc1F (configuration not stated),3.5%,6.8%,i,11.6%,3.6%,-1.6%,-0.4%,7.7%
COc1ccc2cc(CNc3ccc(OC)c(OC)c3)c(=O)n(CC(=O)Nc3ccc(C)cc3)c2c1,/,3.6%,-5.8%,8.6%,/,4.7%,/,/
Cc1nc([N+](=O)[O-])cn1-c1nc2ccccn2c1[N+](=O)[O-],-9.0%,-16.4%,i,-26.9%,6.5%,11.2%,-3.2%,7.4%
COc1cccc(CN(C(=O)Cc2c[nH]c3ccccc23)C(C(=O)NC2CCCCC2)c2cccs2)c1 (configuration not stated),-8.3%,-6.5%,?,17.7%,8.6%,/,-1.8%,-8.4%
COc1cc(Cl)ccc1OCc1cc(C(=O)N2CCCCCC2)no1,0.8%,?,i,14.7%,8.5%,0.5%,1.6%,-11.8%
CCOc1cc(-c2c(C#N)c(N)nc3c2CCCC3)ccc1O,-3.5%,6.0%,-77.2%[inhibitor][57.5 µM],-22.1%,9.7%,-3.0%,-3.4%,3.7%
CC1CCN(S(=O)(=O)c2ccc(Br)s2)CC1,-13.9%,5.8%,-2.6%[57.5 µM],28.0%,21.2%,?,14.7%,-19.8%
CSc1ccc(Cl)c(C(=O)Nc2ccc(OCC(N)=O)cc2)c1,-0.7%,-9.1%,-23.3%[57.5 µM],20.3%,12.9%,-0.2%,8.4%,-4.9%
CCCCn1nnnc1C(c1ccccc1)N1CCN(c2ccc(C(F)(F)F)cc2[N+](=O)[O-])CC1 (configuration not stated),-25.2%,12.4%,-20.5%,34.5%,4.1%,-1.8%,-18.7%,2.8%

# High-throughput results from PubChem BioAssay.

# The list is partial; count on the stated rates, not on these rows.
